Source: PubChem
GLP1R inv ag: GLP-1 receptor (human) inverse agonism | 1.6% of 410,000 active | HEK293 GLP-1R CRE-luciferase, luminescence, 24 h; GLP-1R form is constitutively active | Potency, µM (top dose mostly 38.3 µM), for inactives: at the top dose activity change, negative = inhibition, actives largely listed as inhibitors | AID 624417; also: potency is read from the fitted curve at half-maximal effect; % is scaled to controls: 0 for no effect and ±100 for the full control effect; nearly all actives have a fitted effect of over 55% in size
Target sequence (P43220 whole entry, looked up): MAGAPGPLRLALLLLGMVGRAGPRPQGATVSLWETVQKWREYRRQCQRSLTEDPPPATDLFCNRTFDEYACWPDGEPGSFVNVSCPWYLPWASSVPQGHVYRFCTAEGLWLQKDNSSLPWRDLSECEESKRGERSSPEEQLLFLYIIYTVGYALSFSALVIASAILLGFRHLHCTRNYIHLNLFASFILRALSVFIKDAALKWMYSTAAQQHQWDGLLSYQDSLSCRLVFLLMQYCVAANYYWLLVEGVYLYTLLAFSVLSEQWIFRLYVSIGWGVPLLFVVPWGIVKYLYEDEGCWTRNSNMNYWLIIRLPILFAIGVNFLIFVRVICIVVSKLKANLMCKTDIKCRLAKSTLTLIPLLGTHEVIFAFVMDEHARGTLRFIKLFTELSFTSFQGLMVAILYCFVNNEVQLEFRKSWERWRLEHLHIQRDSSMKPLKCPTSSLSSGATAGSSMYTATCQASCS
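Inverse agonists were sought by their lowering of basal cAMP reporter luciferase output in HEK293 cells stably carrying constitutively active human GLP-1R, after 24 h compound treatment.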
Abeta yeast res: compounds reversing amyloid beta toxicity in yeast; yeast expressing A-beta42, growth rescue, OD600, 48 h; response scale: 0% DMSO, 100% iron-clioquinol control; AID 1347071; Potency, µM (highest dose often 46.1 µM), for the others: at the top dose growth rescue, usual class: activators; 0.063% of 410,000 active; also: potency is read from the fitted curve at half-maximal effect; nearly all actives have a fitted effect of over 55% in size
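Growth rescue measured by 600 nm absorbance after 48 h yeast culture at 30 C with compound. Values normalized between DMSO and an equimolar ferric chloride plus clioquinol control.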
GLP1R ag: agonists of human GLP-1 receptor; P43220; HEK293 GLP-1R CRE-luciferase, luminescence, 4-6 h; cells express a hypersensitive GLP-1R form; Potency, µM (highest dose often 45.6 µM), for inactives: at the highest dose activation, hits mostly activators; 0.007% of 380,000 active; AID 624172; also: potency is read from the fitted curve at half-maximal effect; % of control where 0% means no effect
D3 antag: blocks the human D3 dopamine receptor | AID 652054 | 2.5% of 360,000 active | P35462 | max response, negative = inhibition, % | D3R cells, DiscoveRx beta-arrestin luminescence, antagonist mode; active compounds read low; in the data active = max response below about -50%; inconclusive = no clear call, values can overlap the other calls; also: % is scaled to controls: 0 for no effect and ±100 for the full control effect; mostly tested at two doses, the higher about 12 µM
Target sequence (P35462 whole entry, looked up): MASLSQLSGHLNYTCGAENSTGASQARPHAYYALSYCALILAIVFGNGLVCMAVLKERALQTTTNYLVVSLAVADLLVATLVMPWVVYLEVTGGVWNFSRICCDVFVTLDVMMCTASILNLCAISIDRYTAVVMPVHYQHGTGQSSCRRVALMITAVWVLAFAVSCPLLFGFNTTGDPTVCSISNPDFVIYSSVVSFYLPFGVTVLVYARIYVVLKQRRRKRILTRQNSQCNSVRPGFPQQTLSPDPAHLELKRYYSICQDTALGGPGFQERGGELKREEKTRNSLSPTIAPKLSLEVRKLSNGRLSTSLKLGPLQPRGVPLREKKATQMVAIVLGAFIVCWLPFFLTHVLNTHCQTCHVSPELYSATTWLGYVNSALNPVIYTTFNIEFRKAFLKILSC
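Cells plated overnight at 1500 cells/well, then exposed to library compounds with dopamine controls for 90 minutes at 37 degrees C. DiscoveRx reagent added for 30–60 minutes at room temperature; luminescence read, quantitative HTS format.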
pAkt inh: blocks phosphorylation of Akt | Neuro2A IGF-stimulated pAkt S473 HTRF, 20 min; active compounds read low | activity change, % for hits at 50 µM | 0.32% of 360,000 active | AID 651550; in the data active = activity change below about -80%; inconclusive = mostly about -51% to -80%; also: % is scaled to controls: 0 for no effect and ±100 for the full control effect
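Neuro2A cells (4,500/well, DMEM with 0.5% FBS) were treated with compound at a single 50 µM final concentration, stimulated with 6 nM IGF for 20 min at 37 °C, and lysed. Phospho-Akt Ser473 was read by HTRF as 665/615 ratio ×10^4.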
FUS yeast rescue: FUS proteinopathy suppression in yeast; S. cerevisiae FUS-expressing, growth rescue, OD600, 24 h; Potency, µM (doses to about 76.6 µM), without a hit: top-dose growth rescue (activation), most hits filed as activators; 0.24% of 390,000 active;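 also: potency is read from the fitted curve at half-maximal effect; plate controls were DMSO vehicle for no effect and reference control for full effect; nearly all actives have a fitted effect of over 55% in size; some results filed as inactive show a strong effect at the top dose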
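Compound concentration series was pinned onto galactose-induced FUS-expressing yeast seeded at OD 0.005. Plates sat 24hr at 30C; absorbance at 600 nm gave growth. DMSO served as background control.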
aSyn rescue: inhibitors of alpha-synuclein toxicity in yeast; AID 652106; 0.14% of 370,000 active; Potency, µM (top dose mostly 46.1 µM), for the others: top-dose growth rescue (activation), usual class: activators; Yeast expressing alpha-synuclein, growth rescue, BacTiter-Glo, 24 h; also: potency is read from the fitted curve at half-maximal effect; % of control where 0% means no effect; nearly all actives have a fitted effect of over 65% in size
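Screening used galactose-induced yeast with toxic alpha-synuclein levels, exposed to compound for 24 hr at 30 deg C. Cell growth, read with BacTiter-Glo luminescence, gave the measured signal.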
TDP43 rescue: rescues yeast growth from TDP-43 toxicity | TDP-43 expressing yeast growth rescue, BacTiter-Glo, 24 h | Potency, µM (series often up to 46.1 µM), without a hit: at the top dose growth rescue (activation), most hits filed as activators | 1.8% of 410,000 active | AID 652104; also: potency is read from the fitted curve at half-maximal effect; % of control where 0% means no effect; nearly all actives have a fitted effect of over 50% in size
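Yeast expressing TDP-43 (pregrown in raffinose, seeded at OD600=0.02 in galactose medium) exposed to compounds 24 hr at 30 deg C. Growth read by BacTiter-Glo luminescence; rescue of toxicity appears as increased signal.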
PTHR1 ag: agonists of human PTHR1 parathyroid hormone receptor | Potency, µM (doses to about 115 µM), inactives show top-dose activation, usual class: activators | HEK293 GP2 PTHR1 cells, GloSensor cAMP luminescence, 1 h | Q03431 | 0.075% of 410,000 active; also: potency is read from the fitted curve at half-maximal effect; nearly all actives have a fitted effect of over 55% in size; some results filed as inactive show a strong effect at the top dose; inactives centre near -15; many of its hits are not listed in these tables
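HEK-293-derived GP2 cells expressing PTHR1 and a GloSensor cAMP reporter, 3,000/well, plated overnight, given luciferin plus IBMX (each 0.5 mM as added) for 1 h at 37 °C, then compound for 1 h at 37 °C. Luminescence was read after 15 min at room temperature.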
Active calls of the source: *; i = inactive; ? = inconclusive; nt = no result given; & = joins results of further samples; [ ] = dose if it differs, or a comment. Unless noted, calls follow the shape of the dose curve; as a rule, active = well fitted curve in the direction sought with a large enough effect; inconclusive = small, poorly fitted or top-dose-only effect, or another doubt; inactive = no such curve, though single readings can be large; an effect the other way counts as inactive or inconclusive. Not all compounds are listed (hit frequency here may not be typical).

molecule	Abeta yeast res	aSyn rescue	D3 antag	GLP1R inv ag	pAkt inh	PTHR1 ag	FUS yeast rescue	TDP43 rescue	GLP1R ag
Cc1ccc(NC(=O)CN(c2ccc(Cl)cc2)S(=O)(=O)c2cc([N+](=O)[O-])ccc2Cl)c(C)c1	-1%	7%	2	?	i	-26%	-3%	21%	15%
O=C1NC[C@@H](CCCCN2CCN(CCC3CCCCC3)C(=O)C2=O)N(CCC2CCCCC2)C1=O	-6%	5%	23	24%	i	-38%	22%	12%	4%
CCCCCCNc1nc(-c2ccc(OC)cc2)c(CCC(=O)O)s1	24%	2%	12	12%	i	i	24%	7%	3%
O=S(=O)(Nc1ccccc1F)c1ccc(Cl)nc1	20%	-5%	8	12%	i	-25%	-16%	11%	-1%
CCOC(=O)C(C)Sc1ccc2nnc(-c3ccc(F)cc3)n2n1 (stereo not given)	-4%	2%&0%	15	7%	i	i	20%	-1%	3%
COc1cc(CNCC(C)C)cc(Br)c1OCC(=O)Nc1ccccc1	-6%	nt	-4	?	nt	i	-1%	22%	9%
O=C(Oc1ccc([N+](=O)[O-])cc1)C1CC(=O)N(c2ccc3c(c2)OCCO3)C1 (stereo not given)	-6%	-10%	-7	2%	i	-20%	nt	-29%	2%
COc1ccc(CC(=O)Nc2nc(OCCN3CCCC3=O)cnc2-c2cccc(C(F)(F)F)c2)cc1	7%	1%	0	-3%	i	-12%	19%	19%	9%
N#CC1(NC(=O)CSc2nc3ccccc3o2)CCCCC1	4%	-1%	19	-14%	i	i	2%	3%	2%
Cc1ccc(C2OC34CCCCCC3C(C#N)(C(=N)O4)C2(C#N)C#N)cc1 (stereo not given)	-6%	-30%	?	?	i	i	35%	1.3µM*	3%
Cc1ccc(C(=O)NCC(=O)OCc2nc3ccsc3c(=O)[nH]2)cc1C	1%	1%	4	13%	i	i	-11%	27%	1%
O=C(CN1C(=O)C2C3C=CC(C4CC34)C2C1=O)NCc1ccco1 (stereo not given)	-15%	-1%	-13	-7%	i	i	17%	-7%	-1%
CCOC(=O)N1CCN(c2c(NCCc3ccc(OCC)c(OCC)c3)c(=O)c2=O)CC1	-13%	-2%	13	-8%	i	-14%	16%	-18%	-10%
O=C(CSc1ncc2c(n1)-c1cc(Cl)ccc1N(Cc1ccccc1)S2(=O)=O)NCc1ccccc1	-1%	nt	nt	-21%	nt	-3%	20%	23%	nt
COC(=O)c1cccn(CC(=O)c2ccc(Cl)cc2Cl)c1=O	-13%	4%	-5	15%	i	i	3%	-16%	24%
Cc1nc(N2CCOCC2)nc2c1CCC2	-2%	-3%	-10	1%	i	?	8%	-28%[0.397 µM]	9%
Cc1ccc(-n2cnc3cc(C(=O)NCCC4=CCCCC4)ccc32)c(C)c1	-8%	nt	nt	?	nt	-23%	?	25µM*	nt
CCC(C)NC(=O)C1=CCN(S(=O)(=O)c2ccc(C)cc2)CC1 (stereo not given)	7%	-3%	4	3%	i	-3%	2%	0%	14%
COC(=O)CN1C(=O)c2cccc3cccc1c23	-1%	-5%	5	19%	i	-21%	12%	-1%[1.82 µM]	9%
CCc1ccc(C2NC(=S)NC3=C2C(=O)N(c2ccccc2OC)C(c2ccc(CC)cc2)N3)cc1 (stereo not given)	-25%	-22%	-1	0%	i	-12%[57.5 µM]	?	6%	-2%
O=C1CCSc2ccc(Cl)cc2N1Cc1ccccc1	-12%	-2%	-10	-14%	i	-21%[57.5 µM]	-20%	10%	2%
Cn1cc(Cl)c(C(=O)NC(=S)Nc2sc3c(c2C#N)CCCCC3)n1	10%	-14%	-19	14%	i	-29%	20%	2%	0%
CSc1nccc(Oc2ccc(C#N)cc2)n1	-16%	17%	14	42%[activator]	i	-7%	-5%	-11%[0.397 µM]	17%
O=C(CCc1nnc2n(Cc3ccccc3)c(=O)c3ccccc3n12)NCCN1CCOCC1	-6%	1%	-22	3%	i	?	-17%	1%	14%
COc1ccc(C(=O)NCCS(=O)(=O)N2CCCC2)cc1	-12%	2%	19	4%	i	i	nt	-5%	-1%
Cc1ccccc1OCCC(=O)OCC(=O)Nc1c(F)cccc1F	30%	-1%	-14	-3%	i	i	-8%	?	-12%
CCN1C(=O)CC(N2CCC(C(=O)OC)CC2)C1=O (stereo not given)	6%[9.22 µM]	-4%	14	10%	i	i	-40%	14%	-2%
CC1CCCN(CCOc2cccc(Oc3ccccc3)c2)C1 (stereo not given)	-28%	14%	-61*	?	i	?	-26%	-1%	8%
O/N=C/c1ccn(-c2ccc(Br)cc2)c1	-16%	-6%	-2	8%	i	i	-31%	14µM*	6%
O=C(Nc1ccc(Nc2ccccc2)cc1)c1ccc(F)cc1	3%	-2%	-3	?	i	i	-12%	14%	13%
O=C(Nc1c(C(=O)Nc2cccc(F)c2)oc2ccccc12)c1ccc2c(c1)OCO2	-19%	-2%	13	0%	-112%*	i	28%	-20%	3%
O=C(COC(=O)C1CCN(S(=O)(=O)c2cccs2)CC1)NCc1ccccc1	0%	0%	1	-8%	i	i	10%	-12%	7%
COc1cccc(N(CC(=O)NC2CCCC2)C(=O)Cn2nnc(-c3ccc(C)cc3)n2)c1	-1%	-6%	-18	-9%	i	i	11%	-22%	-12%
Cc1cc(C)c2c(CN3CCN(Cc4ccccc4)CC3)cc(=O)oc2c1C	-8%	9%	1	?	i	-19%	-12%	6%	11%
O=C(NCCCc1nc2ccccc2n1Cc1ccc(F)cc1)C1CCCCC1	-14%	nt	nt	?	nt	-77%[inhibitor]	19%	-10%	nt
Cc1ccc(C)c(NC(=S)N2CCC(NC(=O)c3ccc(F)cc3)CC2)c1	-12%	0%	14	-5%	i	i	6%	6%	7%
COc1ccccc1N1CCN(C(=O)C(=O)c2cn(CC(=O)N3CCCCCC3)c3ccccc23)CC1	5%	-1%	-22	-18%	i	-41%[inhibitor]	?	-3%	-12%
CC/C(=C/c1ccccc1)c1cccc2[nH]c3c(OC)cccc3c12	1%	-10%	-12	?	i	-76%[inhibitor]	16%	24%	-9%
CCC(CC)C(=O)Nc1cccc(/C(C)=N/NC(=O)c2c(Br)cnn2C)c1	-4%	-12%	-51*	-1%	i	i	-12%	-10%	3%
O=C(COC(=O)C1CC1)NCCNC(=O)COC(=O)C1CC1	-5%	-4%	-2	29%	i	-20%	7%	0%	1%
O=C(COC(=O)c1ccc[n+]([O-])c1)Nc1ccc([N+](=O)[O-])cc1C(F)(F)F	-4%	-12%[1.84 µM]	-6	4%	i	-24%	21%	4%	3%
O=C(CCN1CCOCC1)Nc1c(-c2ccccc2)c2cc(Br)ccc2[nH]c1=O	12%	-6%	18	2%	i	?	8%	-15%	5%
COc1ccc(N2C(=O)C3CCCN3C2c2ccc(Cl)cc2)cc1 (stereo not given)	3%	-4%	-6	-7%	i	2%	-9%	18%	-3%
O=C(Nc1ccccc1F)Oc1cccc(OC(=O)Nc2ccccc2F)c1	0%	-2%	-7	10%	i	i	-15%	8%	1%
CCCCCCCNC(=O)C1(CC2CC(c3ccccc3)=NO2)CCNCC1 (stereo not given)	-10%	-8%	0	-7%	i	i	18%	-1%	29%
Cc1ccccc1Nc1ncnc2c1cnn2C	-1%&-2%	1%	-7	46%&14%[activator]	i	-2%	-5%&15%	7%&14%	8%
Cc1ccc(C)c(Cn2c(=O)n(-c3ccc(Cl)cc3)c(=O)c3c4c(sc32)CCC4)c1	-13%	nt	nt	11%	nt	-19%	-33%	26%	-1%
Cc1cccc(NC(=O)CSc2nc(C)c(CC(=O)c3ccc(Br)cc3)c(C)c2C#N)c1C	8%	7%	-53*	3%	nt	i	-12%	2%	-3%
CN(C)CCCN(Cc1ccccc1)C(=S)Nc1ccc(OC(F)F)cc1	5%	-4%	-17	?	i	-15%	nt	1%	-14%
COCCN(CC(=O)Nc1cccc(C)c1C)C(=O)c1ccc2ccccc2n1	4%	1%	0	12%	i	i	nt	17%	0%

Reformatted: results already given
Second line of a record: Abeta yeast res, aSyn rescue, D3 antag, GLP1R inv ag, pAkt inh, PTHR1 ag, FUS yeast rescue, TDP43 rescue, GLP1R ag
> O=C(Nc1ccccc1F)Oc1cccc(OC(=O)Nc2ccccc2F)c1
 : 0%, -2%, -7, 10%, i, i, -15%, 8%, 1%
> CCCCCCCNC(=O)C1(CC2CC(c3ccccc3)=NO2)CCNCC1 (stereo not given)
 : -10%, -8%, 0, -7%, i, i, 18%, -1%, 29%

Additional structures
molecule	Abeta yeast res	aSyn rescue	D3 antag	GLP1R inv ag	pAkt inh	PTHR1 ag	FUS yeast rescue	TDP43 rescue	GLP1R ag
CCC(C)NC(=O)c1cnc2n(c1=O)CCS2 (stereo not given)	-6%	-1%	0	10%	i	i	-19%	13%	4%
COc1ccc(N2CCN(CC(O)COc3cc(C)ccc3C)CC2)cc1 (stereo not given)	10%	0%	-20	?	i	-13%	-1%	2%	-6%
S=C(NCC1CCCCC1)Nc1ccc(Oc2ccccc2)cc1	3%	7%	-5	-21%	i	-30%	nt	3%	-3%
CCOc1ccc(-c2cc(C(=O)NCc3cc(C(F)(F)F)cc(C(F)(F)F)c3)[nH]n2)c(C)c1	-4%	-6%	-8	-13%	i	-12%	-19%	11%	?
CC(C)Oc1ccccc1C1(c2ccccc2)NC(=O)NC1=O (stereo not given)	10%	4%	14	8%	i	i	-14%	17%	-4%
CCN(CCn1cccn1)C(=O)C1CCC(=O)N(CC2CCCCC2)C1 (stereo not given)	4%	-1%	5	12%	i	i	-6%	-24%	-3%
